Source: PubChem (National Center for Advancing Translational Sciences (NCATS))
Vif-APOBEC3G blk – inhibitors of Vif-APOBEC3G interaction; Q9HC16; HeLa A3G-eYFP + Vif (tagged APOBEC3G with the HIV-1 protein that degrades it), YFP fluorescence, overnight; Potency, µM (top dose mostly 46.1 µM), without a hit: top-dose activity, negative = active, hits mostly inhibitors; AID 602310; 410,000 tested, 0.076% active;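 note: % is set by controls: 0 for no effect and ±100 for the full control effect; nearly all actives have a fitted effect of over 60% in size; hits raise eYFP signal because A3G escapes Vif-driven loss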
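HeLa cells stably expressing Vif and C-terminally eYFP-tagged A3G, seeded overnight at 37 deg C, then exposed to compound by pintool overnight at 37 deg C. Rise in yellow fluorescence (Ex 488/Em 500-530, Acumen) marks blocked Vif-driven A3G degradation.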
rTrxR1 inhibitor – blocks rat thioredoxin reductase 1. O89049. recombinant rTrxR1, NADPH fluorescence consumption, selenite substrate. Potency, µM (top dose mostly 114 µM), inactives show at the top dose activity change, negative = inhibition, hits mostly inhibitors. 390,000 tested, 1% active. AID 588453; note: % is set by controls: 0 for no effect and ±100 for the full control effect; nearly all actives have a fitted effect of over 65% in size
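Rat TrxR1 (90 nM in the dispensed reagent) was pre-reduced with 400 uM NADPH for 5 min at room temperature, then incubated with compound for 15 min. After 400 uM selenite was added, NADPH fluorescence (Ex 340/Em 450 nm) was followed for 8 min.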
RXFP1 ag – agonists of human relaxin receptor RXFP1. 370,000 tested, 0.3% active. Potency, µM (highest dose often 57.5 µM), inactives show top-dose activation, most hits filed as activators. HEK293T-RXFP1 cAMP TR-FRET, 30 min; response scale: percent of porcine relaxin response, buffer zero. Q9HBX9; note: % is set by controls: 0 for no effect and ±100 for the full control effect; nearly all actives have a fitted effect of over 60% in size; many of its hits are not listed in these tables
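cAMP rise read by TR-FRET after 30 min, 37C compound exposure (up to 58 uM) in RXFP1-transfected HEK293 cells with Ro 20174 present. EC50 from Hill-equation fits, with 29 nM porcine relaxin as 100% and buffer as basal.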
IDH1 R132H inh – blocks human mutant IDH1 R132H enzyme. IDH1-R132H enzyme, NADPH consumption, diaphorase/resazurin fluorescence. 390,000 tested, 0.093% active. Potency, µM (doses to about 76.6 µM), for inactives: at the highest dose activity change, negative = inhibition, usual class: inhibitors. O75874; note: % is set by controls: 0 for no effect and ±100 for the full control effect; nearly all actives have a fitted effect of over 65% in size
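IDH1-R132H (0.5 ug/mL dispensed) in pH 7.5 Tris buffer was preincubated 30 min with compound, then given a substrate mix of 0.016 mM NADPH and 2 mM alpha-KG for 80 min at room temperature; remaining NADPH was read by diaphorase/resazurin fluorescence.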
Vif-APOBEC3F blk – inhibitors of Vif-A3F interaction | HeLa A3F-eYFP + Vif (tagged APOBEC3F with the HIV-1 protein that degrades it), YFP fluorescence increase | Potency, µM (highest dose often 46.1 µM), without a hit: at the top dose activity, negative = active | 390,000 tested, 0.2% active | AID 602313; note: % of control where 0% means no effect; nearly all actives have a fitted effect of over 65% in size
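HeLa cells stably expressing Vif plus C-terminally eYFP-tagged A3F were seeded, incubated overnight at 37 deg C, dosed with compound, incubated overnight again at 37 deg C. Yellow fluorescence (Ex 488/Em 500-530) reported blocked Vif-mediated A3F-eYFP degradation.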
TrxR1 substrate – is turned over as a substrate by rat TrxR1; O89049; purified TrxR1 substrate turnover, NADPH consumption readout; Potency, µM (doses to about 114 µM), for the others: top-dose activity change, negative = substrate turnover; 390,000 tested, 0.01% active; AID 588456; note: % is set by controls: 0 for no effect and ±100 for the full control effect; nearly all actives have a fitted effect of over 50% in size
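Rat TrxR1, dispensed at 90 nM, was prereduced with 400 uM NADPH (final) for 5 min at ~22 deg C, then incubated with compound 15 min before 400 uM selenite. A first-read NADPH fluorescence drop versus no-compound background flagged substrates.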
RGS4 inh – blocks human RGS4-accelerated GTP hydrolysis; AID 504845; Potency, µM (titrated, usually from 114 µM), without a hit: at the highest dose activity change, negative = inhibition, hits mostly inhibitors; P49798; Transcreener GDP fluorescence polarization, RGS4-accelerated GTP hydrolysis; 390,000 tested, 0.039% active; note: % is set by controls: 0 for no effect and ±100 for the full control effect; nearly all actives have a fitted effect of over 75% in size; some results filed as inactive show a strong effect at the top dose
Target sequence (P49798 whole entry, looked up): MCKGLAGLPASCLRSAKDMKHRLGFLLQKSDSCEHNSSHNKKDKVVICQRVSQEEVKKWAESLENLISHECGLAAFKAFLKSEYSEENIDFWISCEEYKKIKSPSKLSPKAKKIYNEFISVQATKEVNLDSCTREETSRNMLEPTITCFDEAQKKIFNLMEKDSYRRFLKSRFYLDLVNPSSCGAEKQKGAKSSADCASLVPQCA
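MLSMR compounds (23 nl, pin-transferred) preincubated 10 min at room temperature with a 500nM (2x) first reagent, then RGS4 at 900nM (2x) plus Transcreener GDP mix added; fluorescence polarization (620/688 nm) read before and after 90 min at 30 °C.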
USP1-UAF1 inh – inhibitors of human USP1/UAF1 deubiquitinase; recombinant USP1/UAF1, Ub-Rhodamine cleavage fluorescence; Potency, µM (titrated, usually from 57.1 µM), for the others: top-dose activity change, negative = inhibition, hits mostly inhibitors; 390,000 tested, 0.23% active; AID 743255; note: % is set by controls: 0 for no effect and ±100 for the full control effect; nearly all actives have a fitted effect of over 60% in size; inactives centre near -12
Target sequence (O94782 whole entry, looked up): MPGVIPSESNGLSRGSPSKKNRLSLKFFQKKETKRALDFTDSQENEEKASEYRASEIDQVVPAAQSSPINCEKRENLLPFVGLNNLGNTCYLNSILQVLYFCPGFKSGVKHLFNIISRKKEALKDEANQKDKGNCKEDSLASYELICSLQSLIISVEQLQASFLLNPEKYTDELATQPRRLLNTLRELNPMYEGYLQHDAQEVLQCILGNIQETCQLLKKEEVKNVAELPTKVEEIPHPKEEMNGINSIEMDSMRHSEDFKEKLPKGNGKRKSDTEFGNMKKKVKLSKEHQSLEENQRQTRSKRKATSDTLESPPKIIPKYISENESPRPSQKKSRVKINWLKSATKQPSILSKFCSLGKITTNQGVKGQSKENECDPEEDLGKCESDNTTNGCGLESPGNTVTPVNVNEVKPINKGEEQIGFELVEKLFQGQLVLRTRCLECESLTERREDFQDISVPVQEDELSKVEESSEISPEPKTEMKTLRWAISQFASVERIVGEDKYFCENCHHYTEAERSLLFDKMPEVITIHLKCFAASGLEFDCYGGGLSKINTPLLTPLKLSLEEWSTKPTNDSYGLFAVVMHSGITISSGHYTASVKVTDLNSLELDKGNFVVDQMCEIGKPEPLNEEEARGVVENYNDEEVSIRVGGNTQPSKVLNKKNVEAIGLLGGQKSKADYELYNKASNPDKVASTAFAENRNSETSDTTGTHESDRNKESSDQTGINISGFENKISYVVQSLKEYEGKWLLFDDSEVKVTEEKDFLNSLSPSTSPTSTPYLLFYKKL
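1 nM enzyme complex + cpd, 15 min RT; start with Ub-Rho 150nM final; kinetic fluorescence ex 480/em 540, 6 reads q60 s. Buffer 50mM HEPES pH 7.8, 0.5mM EDTA, 0.1 mg/ml BSA, 1mM TCEP, 0.01% Tween-20.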
12-LOX inh – ALOX12 (human) lipoxygenase inhibition. Potency, µM (highest dose often 108 µM), for the others: at the top dose activity change, negative = inhibition, usual class: inhibitors. purified 12hLO, xylenol orange hydroperoxide absorbance. P18054. AID 1671190. 580,000 tested, 1.1% active; note: % is set by controls: 0 for no effect and ±100 for the full control effect
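Purified human 12hLO (150 nM final) in 25 mM Hepes, 0.01% Triton X-100, pH 7.0 was preincubated 15 min at room temperature with compound. Then 40 uM arachidonic acid was added, 30 min. Hydroperoxide was read by Fe-XO absorbance ratio 573/405 nm.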
Numbers without * were called inactive; ? = inconclusive; / = not tested or not shown; & = joins results of further samples; ! = repeats disagree; [ ] = another dose, or the depositor's remark. Calls come from the whole dose curve; as a rule, active = well fitted curve in the direction sought with a large enough effect; inconclusive = small, poorly fitted or top-dose-only effect, or another doubt; inactive = no such curve, though single readings can be large; an effect the other way counts as inactive or inconclusive. Potency is the fitted concentration of half-maximal effect. A portion of the library; count on the stated rates, not on these rows.

SMILES	Vif-APOBEC3G blk	rTrxR1 inhibitor	RXFP1 ag	IDH1 R132H inh	Vif-APOBEC3F blk	TrxR1 substrate	RGS4 inh	USP1-UAF1 inh	12-LOX inh
N#Cc1cc([N+](=O)[O-])ccc1NCCc1ccccn1	1%	2%[57.1 µM]	0.4%	4%	-2%	-3%[57.1 µM]	-5%	-11%	-7%
O=C(C1CCCCN1S(=O)(=O)c1ccccc1[N+](=O)[O-])N1CCCC1 (configuration not stated)	1%	-11%[57.1 µM]	-0.5%	-10%	19%	-7%	-4%	4%	0%
COc1ccccc1NC(=O)CSc1nnc(Cc2cccs2)n1C	3%	4%	1.9%	10%	3%	3%	17%	-9%	1%
NS(=O)(=O)c1ccc(CCNC(=O)c2cc(S(=O)(=O)N3CCCCC3)ccc2Cl)cc1	3%	/	/	-6%	-2%	/	/	-18%	-6%
COc1ccc(CC(=O)NCc2ccc3c(c2)CCN3C(=O)c2ccc(Cl)cc2)cc1OC	4%	7%[57.1 µM]	0.3%	5%	-1%	0%[57.1 µM]	?	-20%	-29%
C=CCN(C(C)=O)C1CC(=O)N(c2ccc(OCCC)cc2)C1=O (configuration not stated)	3%	36%[57.1 µM]	-1.4%	2%	0%	-6%	-33%	-7%	18%
Cc1ccc(S(=O)(=O)/N=C/c2cc(Br)ccc2O)cc1	2%	-5%	1.9%	8%	5%	-2%	23%	-4%	?
Cc1cc(F)c(F)c(C(=O)N2CCC(C)CC2)c1Cl	4%	11%	-1.1%	-1%	1%	5%	-9%[11.4 µM]	-15%	5%
O=C(CSc1nnc(-c2ccco2)n1CC1CCCO1)c1ccccc1 (configuration not stated)	0%	45µM*	0.3%	3%	4%	9%	-32%	-17%	?
CNC(=S)N/N=C/c1ccccc1Cl	-1%	-13%	-1.6%	3%	-1%	-11%	-14%	-17%	-29%
COc1ccc(N(CC(=O)Nc2cc(OC)cc(OC)c2)S(=O)(=O)c2c(C)n[nH]c2C)cc1	1%	13%	-0.2%	-3%	6%	0%	50%	-9%	20%
Cc1nnc(NC(=O)CCC(=O)N2CCC(C)CC2)s1	0%	24%	-1.0%	1%	6%	-1%	9%	-9%	-1%[57.4 µM]
CCc1ccc(-c2nc(CN3CCCC(C(=O)NCCc4ccc(OC)c(OC)c4)C3)c(C)o2)cc1 (configuration not stated)	0%	16%	-0.5%	2%	-1%	7%[0.457 µM]	-2%	-13%	?
Cc1ccc(Nc2cc(C(=O)NCCc3ccccc3)c3ccccc3n2)c(C)c1	-1%	23%	?	2%	1%	9%	11%	-12%	-30%
COCC(=O)Nc1ccc([N+](=O)[O-])cc1C	0%	2%	-0.7%	2%	4%	-1%	-1%	-20%	8%
COc1ccccc1CN1C(=O)CCC1(C)C(=O)NCc1cccnc1 (configuration not stated)	0%	-3%	1.6%	0%	-12%	-2%	-8%	-16%	0%
CN(C(=O)CSc1nnc(-c2c[nH]c3ccccc23)n1C1CC1)C1CCS(=O)(=O)C1 (configuration not stated)	2%	6%	0.6%	0%	-3%	3%	12%	-5%	2%
CCS(=O)(=O)N1Cc2ccccc2CC1C(=O)N(C)CC(=O)Nc1ccc(F)c(F)c1F (configuration not stated)	-3%	-14%	-0.1%	-1%	8%	-11%	40%	-11%	5%
CCOC(=O)c1cc(-c2ccco2)nc2c1c(C)nn2-c1cccc(Cl)c1	-2%	?	0.2%	0%	2%	7%	-28%	-12%	14µM*!
Cc1ccc(Sc2ccc(N3CCCC(C(=O)Nc4ccc(F)cc4)C3)nn2)cc1 (configuration not stated)	3%	31%	2.1%	-2%	4%	12%	7%	-24%	-16%
CC(C)(C)NNC(=S)Nc1ccc(S(=O)(=O)N2CCOCC2)cc1	-1%	-26%	0.7%	-10%	7%	-6%	-20%	-11%	3%
Cc1ccc2c(CC(=O)Nc3ccc(S(=O)(=O)N4CCCC(C)C4)cc3)coc2c1 (configuration not stated)	-1%	7%	-1.3%	-15%	4%	-6%	16%	?	2%
COC(=O)Nc1c(C)n(C)n(-c2ccccc2)c1=O	0%	-3%	-0.8%	5%	-9%	-7%	17%	5%	-20%
O=C(NNc1cccc(Cl)n1)Nc1ccc(F)cc1	0%	21%	-0.5%	-2%	8%	-1%	-32%	-16%	24%
O=C1/C(=C/c2ccc([N+](=O)[O-])cc2)CCC1C1CCCC1 (configuration not stated)	-3%	-8%	2.6%	-6%	1%	-4%	-4%	-11%	8%
C=CCC(=O)N1CCC(n2nccc2NC(=O)CCOc2ccccc2)CC1	6%	8%	-1.7%	5%	-5%	-2%	14%	-7%	455%[activator]
C[C@@H]1CN([C@H](C)CO)C(=O)Cc2cc(NC(=O)CCC(F)(F)F)ccc2O[C@@H]1CN(C)S(=O)(=O)c1ccccc1	-10%	-2%	/	0%[38.3 µM]	-1%	0%	7%	-9%	-11%
Cc1nn2c(-c3ccc(Cl)cc3)nnc2s1	0%	-5%	4.2%	12%	3%	-7%	-13%	0%	8%
O=C(Nc1ccc(S(=O)(=O)Nc2ncccn2)cc1)c1ccccc1Cl	2%&0%	?	-0.6%&2.5%	14%&-9%	6%&4%	-1%&5%	7%&11%	-16%&1%	0%&0%
COc1ccccc1Oc1coc2cc(OC(=O)N3CCOCC3)ccc2c1=O	-1%	11%[57.1 µM]	0.7%	0%	-5%	8%[57.1 µM]	26%	-11%	0%
OC(CNC1CCCC1)COCCOc1ccc(Br)cc1 (configuration not stated)	0%	17%	-0.1%	0%	7%	-2%	14%	-7%	-7%
Cc1ccccc1OCC(=O)OCC(=O)N1CCCc2ccccc21	0%	18%	1.1%	4%	6%	7%	-7%	-28%	?
CCOC(=O)c1c(C)[nH]c(C)c1C(=O)COC(=O)/C=C/c1cccc(Cl)c1	-3%	-2%	3.6%	0%	0%	-10%	2%	-24%	6%
COc1ccc(OC)c(Nc2cc(C)nc3nc(C)nn23)c1	?	10%[57.1 µM]	1.8%	-1%	1%	0%[57.1 µM]	10%	-6%	197%[activator]
COc1ccc(NC(=O)c2[nH]c(C)c(C(C)=O)c2C)cc1Cl	-29%	11%	0.5%	15%	-9%	4%	8%[11.4 µM]	-13%	-4%
COCCN(C(=O)CCSc1ccc(F)cc1)c1c(N)n(Cc2ccccc2)c(=O)[nH]c1=O	1%	5%	2.1%	-1%	1%	0%	-26%	-2%	14%

Given as labelled records: 4 of the compounds above
COCCN(C(=O)CCSc1ccc(F)cc1)c1c(N)n(Cc2ccccc2)c(=O)[nH]c1=O
  Vif-APOBEC3G blk: 1%	rTrxR1 inhibitor: 5%	RXFP1 ag: 2.1%	IDH1 R132H inh: -1%	Vif-APOBEC3F blk: 1%	TrxR1 substrate: 0%	RGS4 inh: -26%	USP1-UAF1 inh: -2%	12-LOX inh: 14%

O=C1/C(=C/c2ccc([N+](=O)[O-])cc2)CCC1C1CCCC1 (configuration not stated)
  Vif-APOBEC3G blk: -3%	rTrxR1 inhibitor: -8%	RXFP1 ag: 2.6%	IDH1 R132H inh: -6%	Vif-APOBEC3F blk: 1%	TrxR1 substrate: -4%	RGS4 inh: -4%	USP1-UAF1 inh: -11%	12-LOX inh: 8%

Cc1ccc(Nc2cc(C(=O)NCCc3ccccc3)c3ccccc3n2)c(C)c1
  Vif-APOBEC3G blk: -1%	rTrxR1 inhibitor: 23%	RXFP1 ag: ?	IDH1 R132H inh: 2%	Vif-APOBEC3F blk: 1%	TrxR1 substrate: 9%	RGS4 inh: 11%	USP1-UAF1 inh: -12%	12-LOX inh: -30%

CCc1ccc(-c2nc(CN3CCCC(C(=O)NCCc4ccc(OC)c(OC)c4)C3)c(C)o2)cc1 (configuration not stated)
  Vif-APOBEC3G blk: 0%	rTrxR1 inhibitor: 16%	RXFP1 ag: -0.5%	IDH1 R132H inh: 2%	Vif-APOBEC3F blk: -1%	TrxR1 substrate: 7%[0.457 µM]	RGS4 inh: -2%	USP1-UAF1 inh: -13%	12-LOX inh: ?

The main list resumes, repeating the 2 entries before the break.
SMILES	Vif-APOBEC3G blk	rTrxR1 inhibitor	RXFP1 ag	IDH1 R132H inh	Vif-APOBEC3F blk	TrxR1 substrate	RGS4 inh	USP1-UAF1 inh	12-LOX inh
COc1ccc(NC(=O)c2[nH]c(C)c(C(C)=O)c2C)cc1Cl	-29%	11%	0.5%	15%	-9%	4%	8%[11.4 µM]	-13%	-4%
COCCN(C(=O)CCSc1ccc(F)cc1)c1c(N)n(Cc2ccccc2)c(=O)[nH]c1=O	1%	5%	2.1%	-1%	1%	0%	-26%	-2%	14%
COc1cccc(C2=NO[C@@H]3C(=O)N(c4ccc5c(c4)OCCO5)C(=O)[C@H]23)c1OC	-2%	-26%	-0.6%	8%	-8%	4%	5%	-24%	-15%
CC(C)(C)Sc1nc(O)cc(=O)[nH]1	0%	5%[57.1 µM]	0.9%	7%	3%	12%[57.1 µM]	9%	-23%	0%
COc1ccc(NC(=S)N2CCc3ccccc32)cc1OC	2%	11%	4.9%	0%	-8%	4%	-34%	-19%	-13%
COc1ccc2[nH]cc(C(=O)CN3CCN(C(=O)c4ccco4)CC3)c2c1	-7%	-35%	0.6%	2%	6%	-9%	3%	7%	-26%
